12-LOX inh: Primary qHTS assay for inhibitors of human arachidonate 12S-lipoxygenase (ALOX12): Round 2 | AID 1671190, 2021 | Potency, µM (top dose mostly 108 µM), without a hit: at the highest dose activity change, negative = inhibition, actives largely listed as inhibitors | purified 12hLO, xylenol orange hydroperoxide absorbance | 1.1% of 580,000 active | Polyunsaturated fatty acid lipoxygenase ALOX12 (Homo sapiens), P18054; further: potency means the concentration at half of the fitted maximal effect; on the % scale 0 is the no-effect control and ±100 the full control effect
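Purified human 12hLO (150 nM final) in 25 mM Hepes, 0.01% Triton X-100, pH 7.0 was preincubated 15 min at room temperature with compound. Then 40 uM arachidonic acid was added, 30 min. Hydroperoxide was read by Fe-XO absorbance ratio 573/405 nm.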
GLS inhibitor: qHTS for Inhibitors of Glutaminase (GLS) | Glutaminase kidney isoform, mitochondrial (Homo sapiens), O94925 | GLS enzymatic activity, qHTS titration | Potency, µM (doses to about 45.5 µM), for the others: at the top dose activity change, negative = inhibition, hits mostly inhibitors | 0.21% of 410,000 active; further: potency means the concentration at half of the fitted maximal effect; on the % scale 0 is the no-effect control and ±100 the full control effect
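Compounds were pin-transferred onto hKGA, after which L-glutamine (1 mM solution) and a detection mix of glutamate oxidase, HRP and Amplex Red were added. Initial and 30 min RT fluorescence reads were collected.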
HP1b chromo inh: HTS for Inhibitors of HP1-beta Chromodomain Interactions with Methylated Histone Tails. AlphaScreen HP1-beta / biotin-H3K9me3 peptide binding. 0.56% of 390,000 active. Potency, µM (series often up to 114 µM), inactives show at the highest dose activity change, negative = inhibition, actives largely listed as inhibitors. Chromobox protein homolog 1 (Homo sapiens), P83916. AID 540317, 2011; further: potency means the concentration at half of the fitted maximal effect; nearly all actives have a fitted effect of over 70% in size; inactives centre near 23
Target sequence (P83916 whole entry, looked up): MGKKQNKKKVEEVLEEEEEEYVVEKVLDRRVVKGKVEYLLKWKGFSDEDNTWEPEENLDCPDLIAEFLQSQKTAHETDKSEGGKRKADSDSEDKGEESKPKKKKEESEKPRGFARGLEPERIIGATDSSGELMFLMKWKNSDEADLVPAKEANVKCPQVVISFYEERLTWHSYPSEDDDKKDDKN
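AlphaScreen: HP1-beta (50 nM) preformed 30 min with biotin-H3(1-18)K9me3 peptide (50 nM) in PBS pH 7.4, 0.01% Tween-20. Compound added for 30 min at RT, then streptavidin donor/nickel chelate acceptor beads (10 ug/mL) for 30 min.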
PI4K2A block: qHTS for small molecular inhibitors of PI4K2A. purified PI4K2A, ADP-Glo luminescence, 1 h; stronger effect = lower value. 0.13% of 420,000 active. Phosphatidylinositol 4-kinase type 2-alpha (Homo sapiens), Q9BTU6. activity change, negative = inhibition, % at 76.9 µM; in the data active means activity change below about -50%; inconclusive means mostly about -30% to -49%;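 further: -100% = wells without enzyme as full effect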
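Compounds are screened against recombinant PI4K2A using PI as substrate and ATP, the latter dispensed at 300 microM. Reactions run one hour at ambient temperature before ADP-Glo detection; full inhibition defined by wells lacking enzyme.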
RGS4 inh: Inhibitors of Regulator of G Protein Signaling (RGS) 4: qHTS | Potency, µM (series often up to 114 µM), for inactives: at the top dose activity change, negative = inhibition, actives largely listed as inhibitors | Transcreener GDP fluorescence polarization, RGS4-accelerated GTP hydrolysis | AID 504845, 2011 | 0.039% of 390,000 active; further: potency means the concentration at half of the fitted maximal effect; on the % scale 0 is the no-effect control and ±100 the full control effect; nearly all actives have a fitted effect of over 75% in size; some results filed as inactive show a strong effect at the top dose
Target sequence (P49798 whole entry, looked up): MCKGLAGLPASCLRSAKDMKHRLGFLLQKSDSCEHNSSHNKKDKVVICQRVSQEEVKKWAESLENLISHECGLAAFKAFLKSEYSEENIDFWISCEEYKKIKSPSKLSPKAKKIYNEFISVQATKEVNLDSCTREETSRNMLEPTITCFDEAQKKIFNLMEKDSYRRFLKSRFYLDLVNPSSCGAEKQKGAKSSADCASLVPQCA
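MLSMR compounds (23 nl, pin-transferred) preincubated 10 min at room temperature with a 500nM (2x) first reagent, then RGS4 at 900nM (2x) plus Transcreener GDP mix added; fluorescence polarization (620/688 nm) read before and after 90 min at 30 °C.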
ERG Ets-DNA blk: qHTS for Small Molecule Inhibitors of the ERG Ets/DNA interaction | Transcriptional regulator ERG (Homo sapiens), P11308 | fluorescence polarization, His-ERG Ets domain / labelled DNA | Potency, µM (top dose mostly 76.9 µM), for the others: top-dose FP activity, negative = inhibition, actives largely listed as inhibitors | 0.028% of 370,000 active; active means well fitted inhibition curve with a large enough effect in the polarisation, with a control signal flat; inconclusive means small, poorly fitted or top-dose-only effect, or effect the other way, or a change in a side signal; inactive means no such curve, though single readings can be large or run the other way; the % refers to the polarisation;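 further: polarization taken with two DNA probes labelled with fluorescein and Texas red; potency means the concentration at half of the fitted maximal effect; % of control where 0% means no effect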
Target sequence (P11308 whole entry, looked up, the tested form may be a part): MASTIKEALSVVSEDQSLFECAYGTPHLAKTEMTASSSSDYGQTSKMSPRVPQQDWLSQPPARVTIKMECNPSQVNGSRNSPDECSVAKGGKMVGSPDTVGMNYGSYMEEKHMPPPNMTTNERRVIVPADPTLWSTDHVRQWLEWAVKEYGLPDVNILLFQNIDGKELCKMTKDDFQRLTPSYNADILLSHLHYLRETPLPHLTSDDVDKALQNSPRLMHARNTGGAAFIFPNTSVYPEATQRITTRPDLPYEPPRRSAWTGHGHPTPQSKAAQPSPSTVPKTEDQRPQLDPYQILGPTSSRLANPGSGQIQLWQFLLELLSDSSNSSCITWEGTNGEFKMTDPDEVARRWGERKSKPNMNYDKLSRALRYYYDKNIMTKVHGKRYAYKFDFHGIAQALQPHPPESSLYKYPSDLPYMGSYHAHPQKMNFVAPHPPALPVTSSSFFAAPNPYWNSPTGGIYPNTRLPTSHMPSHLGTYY
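His-tagged ERG Ets domain (1 uM in the protein solution; 300mM KCl, 50mM Tris-HCl, 1mM EDTA, 1mM DTT, pH 7.5) received compound, then a probe mix of 5 nM fluorescein-DNA and 100nM Texas-615-DNA. Fluorescence polarization was read for both dyes.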
G9a block: qHTS Assay for Inhibitors of Histone Lysine Methyltransferase G9a | Histone-lysine N-methyltransferase EHMT2 (Homo sapiens), Q96KQ7 | G9a H3K9 monomethylation, AlphaScreen, 2 h | Potency, µM (series often up to 102 µM), inactives show at the top dose activity, negative = inhibition, hits mostly inhibitors | 8.8% of 350,000 active | AID 504332, 2011; further: potency means the concentration at half of the fitted maximal effect; on the % scale 0 is the no-effect control and ±100 the full control effect; nearly all actives have a fitted effect of over 75% in size
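AlphaScreen read-out: biotin-H3K9 peptide (500 nM) methylation by 20 nM enzyme with 20 uM SAM, 2 h at room temperature after 15 min compound preincubation; anti-monomethyl H3K9 antibody plus donor/acceptor beads, 10 min dark.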
JMJD2A Tudor: qHTS Assay for Inhibitors of JMJD2A-Tudor Domain. Lysine-specific demethylase 4A (Homo sapiens), O75164. AlphaScreen JMJD2A-Tudor / H3K4me3 peptide binding. Potency, µM (titrated, usually from 114 µM), for the others: at the highest dose activity change, negative = inhibition, hits mostly inhibitors. 4.4% of 390,000 active. AID 504339, 2011; further: potency means the concentration at half of the fitted maximal effect; on the % scale 0 is the no-effect control and ±100 the full control effect; nearly all actives have a fitted effect of over 50% in size
BAZ2B block: qHTS Assay for Inhibitors of BAZ2B; 4.4% of 360,000 active; Potency, µM (top dose mostly 114 µM), for inactives: at the top dose activity change, negative = inhibition, hits mostly inhibitors; AID 504333, 2011; Bromodomain adjacent to zinc finger domain protein 2B (Homo sapiens), Q9UIF8; AlphaScreen BAZ2B-H3K14Ac peptide displacement; further: potency means the concentration at half of the fitted maximal effect; on the % scale 0 is the no-effect control and ±100 the full control effect; nearly all actives have a fitted effect of over 60% in size
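AlphaScreen luminescence quantifies BAZ2B engagement of H3K14Ac peptide; the protein and biotinylated peptide are both at 50 nM final, buffer PBS pH 7.4 with 0.01% Tween-20, all steps at room temperature.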
Active calls of the source: *; i = inactive; ? = inconclusive; · = not tested or not shown; [ ] = dose if it differs, or a comment. Unless noted, the call rests on the fitted dose curve; in most records, active means well fitted curve in the direction sought with a large enough effect; inconclusive means small, poorly fitted or top-dose-only effect, or another doubt; inactive means no such curve, though single readings can be large; an effect the other way counts as inactive or inconclusive. This is a subset (hit frequency here may not be typical).

12-LOX inh	GLS inhibitor	BAZ2B block	G9a block	HP1b chromo inh	ERG Ets-DNA blk	JMJD2A Tudor	PI4K2A block	RGS4 inh	Compound
0%	-16%	12%	12%	19%	3%	6%	2	3%	C[C@@H]1C(=O)O[C@H]2[C@H](O)[C@@]34[C@H]5C[C@@H](C(C)(C)C)[C@]36[C@@H](OC(=O)[C@@H]6O)O[C@@]4(C(=O)O5)[C@@]12O
-19%	-12%	-27%	?	43%[activator]	-6%	-1%	2	-31%	O=C(NNC1=NS(=O)(=O)c2ccccc21)C1CC(=O)N(c2ccccc2)C1 (stereo unspecified)
i	-1%	-21%	?	11%	5%	-8%	1	2%	COc1ccccc1Nc1ccc2nonc2c1[N+](=O)[O-]
-2%	3%	-1%	10%	35%	4%	-3%	2	-16%	CC(Nc1ncnc2sccc12)c1ccccc1 (stereo unspecified)
17%	18%	-28%	-47%[12.7 µM]	11%	·	-7%	-3	-6%	Cc1ccnc(NS(=O)(=O)c2ccccc2)n1
-5%	-3%	-23%	1%	25%	-3%	-10%	0	22%	COc1ccc(NC(C)=O)cc1S(=O)(=O)NC1CCSc2ccccc21 (stereo unspecified)
?	2%	?	25µM*	21%	11%	?	-6	-25%	CCOC(=O)c1csc(N/N=C2\CCCc3ccccc32)n1
·	20%	-20%	7.9µM*	44%[activator]	7%	-8%	28	?	CCCOc1ccc(C(=O)CCNC(Cc2c[nH]c3ccccc23)C(=O)O)cc1 (stereo unspecified)
45µM*	-2%	50µM*	8.9µM*	?	22%	?	-9	?	COc1ccc(C(NC(=O)/C=C/c2ccco2)c2ccc(OC)cc2)cc1
3%	1%	-11%	2%	55%[activator]	-1%	6%	1	10%	O=C(O)CC/C(=N\NC(=O)CNC(=O)c1ccc(F)cc1)c1ccccc1
-14%	1%	?	?	25%	12%	11%	-6	9%	CN1C(C(=O)NCc2ccco2)=CC(c2ccc(F)cc2)=NS1(=O)=O
3%[57.4 µM]	-7%	-1%	?	39%[activator]	21%	-1%	-3	-19%	O=C(c1ccc2nc(N3CCOCC3)sc2c1)N1CCCC1
-22%	1%	-2%	·	2%	-3%	-17%	-5	-9%[56.9 µM]	CCOc1ccc(S(=O)(=O)N2CCN=C2Cc2ccccc2)cc1C
2%	?	-1%	-2%	16%	·	-8%	3	4%	O=C(NCc1ccc(F)cc1)C(Cc1ccccc1)NS(=O)(=O)c1cccs1 (stereo unspecified)
-11%	16%	?	?	61%[activator]	-2%	-18%[57.1 µM]	-8	0%[56.9 µM]	COC(=O)CSc1nnc(-c2ccccc2O)n1-c1ccc(C)cc1
1%	0%	-1%	2%[0.501 µM]	28%	-4%	3%	1	-15%	CC(=O)N(c1ccccc1)c1nnc(-c2cnc(C)cn2)s1
-5%	18%	0%	50µM*	25%	·	-5%	2	20%	O=C1CC(N2CCC(Cc3ccccc3)CC2)C(=O)N1CCc1ccccc1 (stereo unspecified)
-19%	-2%	-27%	-15%	34%	0%	3%	-11	8%	C=CCn1c(SCC(=O)NC2CCS(=O)(=O)C2)nnc1-c1ccncc1 (stereo unspecified)
-19%	-2%	-1%	-3%	-1%	23%	-14%	3	-1%	O=CNc1ccc(OC(=O)c2cncc(Br)c2)cc1
?	36%[activator]	-32%	2.2µM*	29%	9%	-22%	-12	-12%	Cc1c(CCC(=O)O)c(=O)n2c([nH]c3ccccc32)c1C#N
-27%	-8%	-18%	-47%[59 µM]	21%	4%	2%	0	-27%	CCCSc1oc(-c2ccco2)nc1S(=O)(=O)c1ccc(Br)cc1
-1%	2%	-12%	33%	51%[activator]	2%	-24%	0	-15%	Cc1ccc(OCC(=O)N2N=C(c3ccncc3)CC2(O)C(F)(F)F)cc1C (stereo unspecified)
4%	7%	-14%	2%	6%	6%	-6%[11.4 µM]	1	3%[11.4 µM]	Nc1c(Cl)ncnc1NCCc1ccc(O)cc1
-13%	-2%	·	·	-9%	1%	56µM*	-3	3%	C#CCOCCOCCOCCNc1nc(N2CCN(C(=O)[C@H](CCC(=O)O)n3cc([C@@H](N)CCCCN)nn3)CC2)nc(N2CCN(C(=O)[C@H](CCC(=O)O)n3cc([C@@H](N)CCCCN)nn3)CC2)n1
9%	3%	4%	-12%[59 µM]	25%	-8%	-7%	0	20%	O=C(c1nn2c(C(F)(F)F)cc(-c3cccs3)nc2c1Br)N1CCCc2ccccc21
-9%	0%	-13%	-30%[59 µM]	29%	0%	-21%	2	18%	CCOc1ccc(CNC(=O)c2ccc(CSc3nc4ccncc4n3Cc3ccc(F)cc3)cc2)cc1
-11%	11%	0%	1%[59 µM]	9%	2%	-8%	-6	-27%	O=C(Cc1ccc(-n2c(=O)c3ccccc3n(Cc3ccccc3F)c2=O)cc1)NCC1CCCO1 (stereo unspecified)
13%	1%	·	-25%	36%	6%	-17%	4	9%	CN(C)S(=O)(=O)c1ccc(Cl)c(NC(=O)COC(=O)CNC(=O)c2ccco2)c1
-30%	-2%	-17%	-4%[59 µM]	9%[57 µM]	-4%	-24%	-2	16%	Cc1cc(C)c(/C=C/c2onc(C)c2S(=O)(=O)N2CCC(C(=O)N(C)Cc3ccccc3)CC2)c(C)c1
-12%	21%	?	20%[59 µM]	-6%	-7%	?	1	-17%	S=C(N/N=C1\C2CN3CCN(C2)CC1(c1ccccc1)C3)Nc1ccccc1
8%	-2%	?	?	9%	7%	-33%	4	-40%	Cc1ccc(OCC(=O)c2cc(C)n(Cc3cccs3)c2C)c([N+](=O)[O-])n1
0%	7%	2%	-15%	38%[activator]	-7%	-23%	2	7%	COc1ccc(C(=O)CC(=O)C(=O)Nc2ccccc2C(F)(F)F)cc1
9%	-1%	-3%	1%	16%	4%	-6%	1	24%	CCC(NC(=O)c1ccccc1Br)c1ccccc1 (stereo unspecified)
?	4%	-8%	·	57%[activator]	-1%	4%[57.1 µM]	-6	-10%	CN(C)S(=O)(=O)N1CCC(Oc2ccc(C(=O)NCc3cnn(C)c3)cc2)CC1
-21%	-1%	13%	?	30%	-19%	14%	-1	-22%	O=C(Nc1sc2c(c1C(=O)Nc1ccccc1Cl)CCCC2)c1ccccc1F
?	-1%	·	·	2%	-8%	?	0	-8%	CCN(CC)CCCN=C1N[C@@H](c2cccc(F)c2)C(C(=O)OC)=C(C)N1Cc1ccccc1
-13%	14%	-4%	2%[59 µM]	31%	-1%	-10%	2	0%	Cc1c(NC(=O)c2cc(=O)c3cc(Cl)ccc3o2)c(=O)n(-c2ccccc2)n1C
?	9%	0%	21%	30%	2%	3%	0	16%	CC(C)(C)Nc1nc(Cl)nc(NCc2ccccc2)n1
19%	7%	8%	25µM*	34%[activator]	-9%	-20%	2	-5%	Cc1ccc2nc(SCC(=O)NNC(=O)c3ccccc3)[nH]c2c1
0%	·	-1%	-1%[59 µM]	33%[activator]	-5%	20%	5	-4%	CC1=C(C#N)C(Nc2ccc(C)cn2)(C(F)(F)F)C(=O)N1 (stereo unspecified)
-16%	-2%	7%	9%	14%	33%[activator]	-8%	2	-7%	CCOC(=O)c1ccc(NC(=O)CSc2nncn2-c2cccnc2)cc1
i	-2%	-3%	-1%	42%[activator]	-6%	-2%	2	8%	COc1cscc1C(N)=O
-2%	0%	-2%	-3%[59 µM]	35%	5%	-9%	0	-4%	Cc1nc(C)n(C(=O)N(c2ccccc2)c2ccccc2)n1
-11%	30%[activator]	-28%	-33%	-1%[57 µM]	-5%	?	-3	-4%	O=C(Nc1ccc(N2CCN(C(=O)c3ccccc3)CC2)cc1)c1ccc([N+](=O)[O-])o1
?	6%	5%	-11%[59 µM]	27%	·	-19%	-3	?	COc1ccc(C2NC(=S)NC(O)(C(F)(F)F)C2C(=O)c2cccs2)cc1 (stereo unspecified)
11%	-8%	-12%	-23%	39%	9%	-5%	3	0%	O=C(Nc1ccc(-c2ccc3nncn3n2)cc1)C1CCCC1

Structural class: the entries above containing a nitro group on carbon (3)
12-LOX inh	GLS inhibitor	BAZ2B block	G9a block	HP1b chromo inh	ERG Ets-DNA blk	JMJD2A Tudor	PI4K2A block	RGS4 inh	Compound
i	-1%	-21%	?	11%	5%	-8%	1	2%	COc1ccccc1Nc1ccc2nonc2c1[N+](=O)[O-]
8%	-2%	?	?	9%	7%	-33%	4	-40%	Cc1ccc(OCC(=O)c2cc(C)n(Cc3cccs3)c2C)c([N+](=O)[O-])n1
-11%	30%[activator]	-28%	-33%	-1%[57 µM]	-5%	?	-3	-4%	O=C(Nc1ccc(N2CCN(C(=O)c3ccccc3)CC2)cc1)c1ccc([N+](=O)[O-])o1

Screening results (PubChem BioAssay)
